Compound activity: PubChem, National Center for Advancing Translational Sciences (NCATS)
FLuc counter = firefly luciferase modulation, counter-screen for miR-21 project; purified FLuc, Km substrates, luminescence inhibition; 6.9% of 360,000 active; P08659; AID 588342; Potency, µM (titrated, usually from 57.5 µM), inactives show at the highest dose activity change, negative = inhibition, most hits filed as inhibitors;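 further: potency means the concentration at half of the fitted maximal effect; plate controls were vehicle for no effect and reference inhibitor for full effect; nearly all actives have a fitted effect of over 55% in size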
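Purified P. pyralis luciferase, 10 nM final, with Km-level 10 uM D-luciferin and 10 uM ATP in 50 mM Tris acetate pH 7.5, 10 mM Mg acetate, 0.01% Tween-20, 0.05% BSA; 6-point qHTS titration about 60 µM downward; luminescence read.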
Rab9 prom act = activators of Rab9 promoter; Huh7 Rab9 promoter-luciferase reporter, luminescence, 24 h; Potency, µM (titrated, usually from 9.22 µM), for the others: top-dose activation, negative = inhibition, most hits filed as activators; 2.8% of 320,000 active; AID 485297; further: potency means the concentration at half of the fitted maximal effect; % of control where 0% means no effect; nearly all actives have a fitted effect of over 60% in size
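Steps: seed 1500 Huh7 Rab9-luc cells per well, rest 2 h at 37 °C; add compound in DMSO; incubate 24 h; add luciferase reagent, 10 min ambient; read luminescence.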
Coupling enz = inhibits coupling enzyme system, counter-screen for aldolase hits; activity change, negative = inhibition, % at 58.2 µM, hits read low; 0.67% of 290,000 active; coupling enzyme system counterscreen, AmpLite Red fluorescence; in the data active means activity change below about -30%; further: on the % scale 0 is the no-effect control and ±100 the full control effect
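Final compound at 57.5 uM, incubated 10 min at RT with coupling enzyme reagent (glyceraldehyde-3-phosphate), then 20 min with substrate and AmpLite Red detection. Fluorescence read at 525/598 nm; tests interference with the coupling assay, not aldolase inhibition.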
uPA generation = blocks generation of uPA at the cell surface; cell surface uPA generation assay, qHTS; Potency, µM (top dose mostly 38.3 µM), inactives show at the highest dose activity change, negative = inhibition, usual class: inhibitors; 0.31% of 330,000 active; active means well fitted inhibition curve with a large enough effect; inconclusive means small, poorly fitted or top-dose-only effect; inactive means no such curve, though single readings can be large or run the other way; tested in mouse RAW 264.7 cells; further: potency means the concentration at half of the fitted maximal effect; on the % scale 0 is the no-effect control and ±100 the full control effect; nearly all actives have a fitted effect of over 55% in size
ELG1 genotoxic = inducers of genotoxicity in HEK293T ELG1-luciferase cells; 1.3% of 330,000 active; AID 504466; HEK293T ELG1-luciferase reporter, luminescence, 16 h; Potency, µM (titrated, usually from 46 µM), without a hit: top-dose activity change, positive = activation, usual class: activators; further: potency means the concentration at half of the fitted maximal effect; % of control where 0% means no effect; nearly all actives have a fitted effect of over 60% in size
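After overnight (16 hr) compound treatment at 37 °C, ELG1-luciferase HEK293T cells were lysed with ONE-Glo; luminescence quantified 30 min later at room temperature.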
NPC1 prom act = NPC1 promoter activation. 2.4% of 320,000 active. Potency, µM (top dose mostly 9.22 µM), inactives show at the top dose activation, actives largely listed as activators. Huh7 NPC1 promoter luciferase reporter, 24 h;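 further: potency means the concentration at half of the fitted maximal effect; % of control where 0% means no effect; nearly all actives have a fitted effect of over 60% in size; reporter is driven by a mutant NPC1 promoter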
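Stably transfected Huh7 (NPC1 promoter→luciferase), 1500 cells/well in Opti-MEM + 10% FBS, 2 h settle, then compound 24 h at 37 °C. Luminescence after 10 min with Amplite reagent.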
Giardia killer = Giardia lamblia killing | Giardia lamblia trophozoite viability | activity change, % at 7.66 µM, hits read low | 0.15% of 340,000 active; in the data active means activity change below about -80%; inconclusive means between about -30% and that limit;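 further: parasites exposed to compound for two days anaerobically before the ATP read; on the % scale 0 is the no-effect control and ±100 the full control effect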
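Giardia trophozoites, 100 cells per well, were exposed to compounds for 48 hrs at 37 deg C under anaerobic conditions; viability was then read as ATP content by bioluminescence after 15-30 min at room temperature.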
Tb PFK inh = blocks T. brucei phosphofructokinase; T. brucei PFK, ADP-Glo luminescence; AID 485367; Potency, µM (highest dose often 57.5 µM), without a hit: at the top dose activity, negative = inhibition, usual class: inhibitors; 0.17% of 330,000 active;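 further: potency means the concentration at half of the fitted maximal effect; 0% = uninhibited 1x PFK enzyme wells and -100% = no-enzyme wells; nearly all actives have a fitted effect of over 60% in size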
Target sequence (O15648 whole entry, looked up): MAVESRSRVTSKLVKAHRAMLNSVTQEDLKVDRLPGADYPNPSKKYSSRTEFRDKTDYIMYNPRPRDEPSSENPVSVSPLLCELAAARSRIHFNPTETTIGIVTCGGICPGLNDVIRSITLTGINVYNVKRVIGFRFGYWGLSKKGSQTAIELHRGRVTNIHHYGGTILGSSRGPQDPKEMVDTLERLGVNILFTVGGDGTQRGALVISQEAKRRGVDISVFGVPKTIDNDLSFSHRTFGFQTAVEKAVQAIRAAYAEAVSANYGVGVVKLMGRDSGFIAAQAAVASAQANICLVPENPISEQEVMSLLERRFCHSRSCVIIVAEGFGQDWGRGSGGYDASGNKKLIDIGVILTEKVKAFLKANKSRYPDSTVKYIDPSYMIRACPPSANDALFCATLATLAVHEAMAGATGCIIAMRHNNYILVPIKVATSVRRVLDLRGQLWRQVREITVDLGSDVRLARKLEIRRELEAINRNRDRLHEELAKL
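Luminescent ADP detection (ADP-Glo, two-step: ATP depletion then ADP-to-ATP conversion for luciferase) reported PFK activity after 45 min room-temperature reaction of 1.25 nM enzyme with 0.5 mM F6P and 0.1 mM ATP at pH 8.0.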
RORg inh = blocks mouse ROR gamma transcriptional activity. P51450. Drosophila S2 Gal4-RORgamma UAS-luciferase reporter, 20 h. Potency, µM (top dose mostly 53.6 µM), for the others: top-dose activity change, negative = inhibition, hits mostly inhibitors. 5.4% of 310,000 active. AID 2551; further: potency means the concentration at half of the fitted maximal effect; on the % scale 0 is the no-effect control and ±100 the full control effect; nearly all actives have a fitted effect of over 60% in size
Target sequence (P51450 whole entry, looked up, the tested form may be a part): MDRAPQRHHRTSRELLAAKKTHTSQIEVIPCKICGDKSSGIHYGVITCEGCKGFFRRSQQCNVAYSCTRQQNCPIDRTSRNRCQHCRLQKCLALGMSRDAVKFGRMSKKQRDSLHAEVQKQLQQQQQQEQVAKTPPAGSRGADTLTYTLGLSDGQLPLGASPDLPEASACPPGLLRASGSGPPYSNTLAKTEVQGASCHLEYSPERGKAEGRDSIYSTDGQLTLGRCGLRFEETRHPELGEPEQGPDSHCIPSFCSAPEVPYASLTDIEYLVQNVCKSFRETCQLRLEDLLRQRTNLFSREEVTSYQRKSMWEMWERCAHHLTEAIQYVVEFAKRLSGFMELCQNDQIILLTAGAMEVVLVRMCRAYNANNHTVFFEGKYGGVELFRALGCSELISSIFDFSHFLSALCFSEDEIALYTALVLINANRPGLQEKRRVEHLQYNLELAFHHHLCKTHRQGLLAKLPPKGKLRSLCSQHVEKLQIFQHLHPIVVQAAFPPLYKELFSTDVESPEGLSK
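Luminescence from a UAS-regulated Photinus luciferase reporter in stably transfected Drosophila Schneider cells is measured; decreased signal marks ROR gamma inhibition. Fusion expression is induced by 700 uM copper sulfate for 20 hr.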
Gal4-VP16 FLuc = counter-screen for ROR gamma inhibitors: Gal4-VP16 reporter; 3.5% of 310,000 active; AID 2546; Potency, µM (highest dose often 53.6 µM), inactives show at the highest dose activity, negative = inhibition, actives largely listed as inhibitors; Drosophila S2 Gal4-VP16 UAS-luciferase, luminescence, 20 h;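 further: Gal4-VP16 expression switched on by copper sulfate through the metallothionein promoter; potency means the concentration at half of the fitted maximal effect; on the % scale 0 is the no-effect control and ±100 the full control effect; nearly all actives have a fitted effect of over 50% in size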
KCNH2 3.1 block = KCNH2 3.1 (human) potassium channel inhibition; AID 720553; 0.95% of 340,000 active; U2OS KCNH2 3.1, thallium flux FluxOr; stronger effect = lower value; activity change, % (tested at about 1.8 µM);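 active means maximum activity change below -70%; inconclusive means maximum activity change from -70% to -50%; inactive means maximum activity change above -50%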;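 further: thallium influx rate constant from kinetic fluorescence after stimulation buffer; on the % scale 0 is the no-effect control and ±100 the full control effect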
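FluxOr-based Tl+ influx in U2OS cells transduced with KCNH2 3.1 virus; rate constants normalized to DMSO controls.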
Numbers without * were called inactive; ? = inconclusive; . = not tested or not shown; & = joins results of further samples; [ ] = another dose, or the depositor's remark. Unless noted, the call rests on the fitted dose curve; in most records, active means well fitted curve in the direction sought with a large enough effect; inconclusive means small, poorly fitted or top-dose-only effect, or another doubt; inactive means no such curve, though single readings can be large; an effect the other way counts as inactive or inconclusive.

canonical_smiles	Gal4-VP16 FLuc	KCNH2 3.1 block	ELG1 genotoxic	NPC1 prom act	Coupling enz	Rab9 prom act	Tb PFK inh	uPA generation	FLuc counter	Giardia killer	RORg inh
CC(C)=CCc1c(O)ccc2c1OC(c1ccc(O)c(O)c1)CC2=O (stereo unspecified)	-19%	3	-1%	-2%	-5	5%	-5%	?	?	-18	?
Cc1ccc(OCc2cc(C(=O)N3CCCC3)no2)cn1	-10%	7	?	?	.	?	0%	-3%	?	-6	6%
O=C(CNC(=O)[C@@H]1Cc2ccccc2CN1)Nc1ccc2c(c1)OCO2	-2%	7	5%	-2%	.	-2%	-8%	-4%	-9%	-5	-8%
COc1ccc(NC(=O)CCCC(=O)OCC(=O)c2cccc(OC)c2)cc1	?	-10	1%	-8%	.	7%	-2%	4%	-28%	-3	?
O=C(COC(=O)c1ccco1)NCc1ccc(Cl)cc1	-1%	25	-2%	4%	-1	-2%	-7%	-1%	-14%	6	31%
O=C(Cn1nc(C(F)(F)F)cc1C1CC1)NCc1ccccc1F	-13%	-2	-3%	-1%	1	-1%	-1%	7%	-1%	18	-17%
O=C(Nc1nnc(SCc2ccc(Cl)cc2)s1)C1CC(=O)N(Cc2ccccc2)C1 (stereo unspecified)	-3%	-7	0%	1%	8	-1%	-2%	8%	1%	6	?
NC(=O)C1CCN(C(=O)c2ccc3c(=O)n(Cc4ccco4)c(SCC(=O)c4ccccc4)nc3c2)CC1	-2%	9	-2%	-2%	1	-3%	0%	-5%	?	3	39%
C/C(=N/NC(=O)CNc1ccc(Cl)cc1C)c1ccc(C)cc1	?	-7	2%	-2%	9	-7%	-2%	-2%	0%	-7	-29%
O=C(NNC(=S)Nc1ccc(OC(F)F)cc1)c1cc2c(s1)CCCC2	-27%	-6	2%	0%	1	13%	1%	4%	-4%	-16	-4%
CCOc1ccc(C(=O)NNC(=O)CN2C(=O)C3CC=CCC3C2=O)cc1OC (stereo unspecified)	.	-18	1%	.	.	.	-4%	-5%	.	-5	.
CCc1c(C)nc2c(-c3ccccc3)c(-c3ccccc3)[nH]n2c1=O	1%	5	1%	-2%	3	1%	11%	-3%	1%	1	-15%
COc1cc(NC(=O)CSC(=S)N2CCCC2)c(OC)cc1Cl	.	0	17%	-2%	.	8%	5%	?	12%	-3	.
Cc1ccc2cc3c(NC(=O)CC(C)C)nn(C)c3nc2c1	-4%	-1	-2%	-6%	6	-5%	0%	4%	2%	-13	13%
Cn1ncc2c(NNC(=O)Cc3cccc4ccccc34)ncnc21	-6%	0	7%	-1%	-2	-3%	-1%	3%	13%	0	-36%
CC(C)CCn1c(CN2CCOCC2)nc2c1c(=O)n(C)c(=O)n2C	8%	-23	-3%	0%	4	-4%	-13%	-14%	1%	-13	9%
CC(=O)NC1(c2ccccc2)CCN(c2nc(C)cc(C)n2)CC1	1%	1	10%	2%	0	4%	-4%	5%	2%	-11	-14%
NC(=O)C1CCN(c2nc3c(S(=O)(=O)c4ccccc4)nnn3c3ccccc23)CC1	-2%	4	2%	0%	.	-7%	-8%	-3%	3%	-25	-6%
COCCn1c(SCC(=O)Nc2ccccc2F)nc2c(c1=O)SCC2	?	-10	-2%	2%	.	8%	-2%	5%	1%	-11	-4%
CN(CC(=O)Nc1ccc(Cl)c(C(F)(F)F)c1)C(=O)Cn1cc([N+](=O)[O-])ccc1=O	.	-1	-5%	-2%	.	1%	-17%	-7%	1%	-20	.
CCC1(CC)C(=O)C2=C3C1[C@H](C(=O)OC)C=C(C(=O)OC)C[C@H]3[C@H]1C(=O)NC(=O)[C@H]1[C@H]2C (stereo partly specified)	-10%	8	.	.	0	.	.	-1%	.	2&-18	-34%
CN1CCN(C(=O)c2ccccc2-c2nc(-c3ccc(Cl)cc3)no2)CC1	-9%	12	-7%	3%	0	1%	-5%	-9%	5%[2.3 µM]	-3	30%
O=C(CN1CCN(C(=O)c2ccc(-c3nc4ccccc4s3)o2)CC1)Nc1ccc(F)cc1	.	-27	-5%	21%	.	25%	10%	-14%	17µM*	-14	.
Cc1ccc(N=C2NC(=O)/C(=C/c3cccn3C)S2)cc1	-10%	-4	23µM*	?	2	?	1%	2.8µM*	3.4µM*	-16	-42%
CCN(CCn1cccn1)C(=O)CCc1nnc(C2CCCCC2)o1	6%	-13	6%	-3%	0	-6%	-2%	-2%	-5%	-1	-1%
CCOc1cc(C(=O)Nc2ccc(S(=O)(=O)N3CCCCC3)cc2)ccc1OCC(=O)N1CCOCC1	.	13	-2%	0%	.	-6%	-2%	-2%	0%	-23	.
CCCC(=O)Nc1nnc(SCC(=O)NCc2ccc3c(c2)OCO3)s1	3%	-4	1%	-1%	6	-2%	-1%	23%	-4%	-1	7%
C=CCOC(=O)C1=C[C@@H](c2ccc(Br)cc2)C[C@@H](OCc2ccc(CO)cc2)O1	-4%	-6	-4%	-1%	-2	0%	-1%	14%	-11%	-6	31%
CC(C)(C)NC(=O)CN1CCC(O)(c2ccccc2)CC1	4%	7	3%	-6%	4	3%	4%	-3%	8%	0	-11%
C=CCN(CC=C)S(=O)(=O)c1ccc(NC(=S)NC(=O)/C=C/c2cccc3ccccc23)cc1	?	-2	-1%	0%	-17	-3%	1%	8%	11%	2	2.2µM*
O=C(NCC1CCCO1)c1nc2c(nnn2Cc2ccccc2Cl)c(=O)[nH]1 (stereo unspecified)	10%	-46	4%	0%	3	2%	-5%	2%	0%	-6	30%
O=C(CSCc1cccc(CSCC(=O)Nc2ccccc2)n1)Nc1ccccc1	16%	-5	-16%	0%	1	-4%	3%	3%	-3%	29	-1%
CC(/C=N/NC(=O)c1cnccn1)=C\c1ccco1	4%	-19	?	?	-11	?	0%	-4%	12µM*	-2	19%
CCOc1ccc(N2CC(C(=O)NCC(=O)Nc3ccc(F)c(F)c3F)CC2=O)cc1 (stereo unspecified)	.	-21	3%	-8%	.	-4%	-2%	-8%	-2%	-1	.
Cc1ccc(NC(=S)N2CCCC(O)C2)cc1 (stereo unspecified)	6%	14	?	3%	1	25%	-1%	-8%	17µM*	-8	0%
CCCCN(CCCC)C(=S)N/N=C/c1c(C)[nH]n(-c2ccccc2)c1=O	5µM*	-19	-7%	-8%	-9	-9%	-3%	2%	-3%	-1	1.6µM*
CC(C)NC(=O)c1ccccc1NC(=O)C1CC(=O)N(C(C)C)C1 (stereo unspecified)	-3%	3	-9%	-1%	1	0%	0%	1%	0%	0	0%
CCNc1nc(NCC)nc(N/N=C/c2ccc(OC)cc2)n1	-25%	22	-2%	0%	1	-2%	-1%	-7%	-19%	2	11µM*
CCCCCn1c(SCc2ccncc2)nc2cc(C(=O)NCc3ccco3)ccc2c1=O	0%	-21	-9%	-4%	2	1%	5%	?	2%	7	?
c1ccc(NCc2ccncc2)cc1	-3%	-4	-2%	-7%	-1	4%	-24%	-8%	4%	-21	15%
CC(=O)Nc1cccc(C(=O)Oc2cccc(C)c2)c1O	18%	-3	4%	-1%	1	5%	5%	0%	-11%	-3	30%
COc1ccccc1NCC(=O)N1CCN(S(=O)(=O)c2ccccc2)CC1	.	0	0%	-1%	.	-3%	3%	4%	-1%	37[activator]	.
COC(=O)c1cc(NCc2ccccc2F)ccc1N1CCOCC1	19%	9	-3%	-1%	-3	2%	0%	.	-1%	-3	?
NC(=O)Nc1cccc2ccccc12	4%	8	0%	-1%	0	3%	-7%	1%	0%	-5	-13%
Cc1ccc(NC(=O)CNC(=O)c2ccco2)nc1	-9%	5	11%	1%	.	0%	-1%	4%	-2%	-19	0%
CSc1nnc(NC(=O)C23CC4CC(CC(C4)C2)C3)s1	?	0	3%[9.26 µM]	?	0	?	-1%	-3%	24µM*	5	18µM*
CC(C)OCC(O)CS(=O)(=O)Cc1ccccc1 (stereo unspecified)	-21%	2	5%	-1%	-5	2%	-3%	6%	0%	-2	-11%
C/C(=N\NC(=O)c1nnn(-c2nonc2N)c1CN(C)c1ccccc1)c1ccccn1	?	-11	7%[9.26 µM]	-11%	-19	-34%[inhibitor]	-15%	?	0%	-28	-39%
CCOc1ccc(NC(=O)CN(C)C(=O)c2c(C)noc2C)cc1OCC	.	-2	2%	-8%	.	-3%	-6%	2%	-1%	-3	.
COc1cccc(CC(=O)OCC(=O)NC(C)c2ccc(F)cc2)c1 (stereo unspecified)	.	2	0%	-3%	.	-3%	5%	0%	-1%	5	.
CC(C)Cn1c(N)c(C(=O)COC(=O)c2cc(F)cc(F)c2)c(=O)n(C)c1=O	-7%	-4	-8%	-4%	2	-2%	-1%	2%	-1%	-19	?

Compounds were not picked by outcome; about 14% have a hit in one of these screens.
